RTF Ca sens inh: cardiac RTF calcium desensitization; P19429+P45379; IANBD-labeled cardiac RTF, Ca2+ fluorescence; inhibition, % at 7.15 µM; 340,000 compounds, 0.12% hits;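 active = inhibition above the mean inhibition of all tested compounds plus 3 SD, cut at about 17% in these data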;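 also: assay run at fixed EC70 calcium of 1.6 mM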
Keap1 Nrf2 FP: disrupts human Keap1 binding to Nrf2 peptide; Q14145; Keap1 Kelch-Nrf2 peptide fluorescence polarization, 1536-well; inhibition, % at 9.4 µM; 340,000 compounds, 0.15% hits; AID 504523; in the data active = inhibition above about 12%;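 also: human Keap1 Kelch domain with fluorescein labeled Nrf2 9mer peptide probe; 0% = neutral control wells and 100% = peptide positive control; higher means more block of Keap1 binding to Nrf2 peptide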
Target sequence (Q14145 whole entry, looked up, the tested form may be a part): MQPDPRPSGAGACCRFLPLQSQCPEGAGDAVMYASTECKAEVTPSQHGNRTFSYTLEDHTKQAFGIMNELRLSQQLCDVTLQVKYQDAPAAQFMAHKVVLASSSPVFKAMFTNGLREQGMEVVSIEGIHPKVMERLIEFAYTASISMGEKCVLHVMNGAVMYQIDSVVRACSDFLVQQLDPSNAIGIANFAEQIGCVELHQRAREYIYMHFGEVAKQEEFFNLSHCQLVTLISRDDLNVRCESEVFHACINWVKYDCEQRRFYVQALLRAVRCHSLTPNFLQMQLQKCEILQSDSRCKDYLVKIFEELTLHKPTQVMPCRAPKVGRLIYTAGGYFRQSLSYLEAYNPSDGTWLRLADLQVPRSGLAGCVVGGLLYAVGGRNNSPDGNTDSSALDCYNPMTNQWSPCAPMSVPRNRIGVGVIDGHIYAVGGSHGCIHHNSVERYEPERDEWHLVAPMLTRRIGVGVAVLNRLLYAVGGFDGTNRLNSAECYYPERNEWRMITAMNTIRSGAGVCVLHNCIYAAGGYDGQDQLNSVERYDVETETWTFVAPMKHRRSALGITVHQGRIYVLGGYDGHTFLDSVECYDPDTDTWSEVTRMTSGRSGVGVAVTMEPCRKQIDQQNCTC
cardiac RTF act: cardiac RTF calcium sensitization. P19429+P45379. IANBD-labeled TnC RTF fluorescence at EC20 calcium; 0% EC20 calcium, 100% full calcium. activation, % at 7.2 µM. 340,000 compounds, 0.24% hits;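 active = activation above the mean over all tested compounds plus 3 SD, cut at about 30% in these data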;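 also: rise in fluorescence read as greater calcium sensitivity of cardiac thin filaments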
V-ATPase pHluor: yeast V-ATPase proton transport regulation by pHLuorin; S. cerevisiae, pHLuorin cytosolic pH fluorescence; response, % at 10 µM; 350,000 compounds, 0.37% hits; AID 504577; in the data active = response mostly above about 7.3%, no sharp cut-off; inactive = mostly below about 5.4%; also: actives read high; inactives centre near 0; some compounds called inactive have numbers as strong as hits; reference of the scale not given here
CAL-PDZ inh HTS: blocks peptide binding to the human CAL PDZ domain | 300,000 compounds, 0.92% hits | inhibition, % at 24.9 µM | purified CAL PDZ, TMR-peptide fluorescence polarization, 1 h | Q9HD26;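 active = mean inhibition of at least 30% with at least half of replicates also reaching 30%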;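 also: 0% = DMSO neutral control and 100% = excess unlabeled competitor peptide PRC23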
HTR5A inv ag: inverse agonist of human HTR5A in OPRM1-OPRD1 counter-screen. P47898. HTR5A cell line, luminescence, inverse agonism. inhibition, % at 9.3 µM. 340,000 compounds, 0.083% hits. AID 504634; in the data active = inhibition mostly above about 23%, no sharp cut-off; inactive = mostly below about 18%;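 also: 0% = cells with DMSO and 100% = no-cell wells with DMSO; some compounds called inactive have numbers as strong as hits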
Target sequence (P47898 whole entry, looked up): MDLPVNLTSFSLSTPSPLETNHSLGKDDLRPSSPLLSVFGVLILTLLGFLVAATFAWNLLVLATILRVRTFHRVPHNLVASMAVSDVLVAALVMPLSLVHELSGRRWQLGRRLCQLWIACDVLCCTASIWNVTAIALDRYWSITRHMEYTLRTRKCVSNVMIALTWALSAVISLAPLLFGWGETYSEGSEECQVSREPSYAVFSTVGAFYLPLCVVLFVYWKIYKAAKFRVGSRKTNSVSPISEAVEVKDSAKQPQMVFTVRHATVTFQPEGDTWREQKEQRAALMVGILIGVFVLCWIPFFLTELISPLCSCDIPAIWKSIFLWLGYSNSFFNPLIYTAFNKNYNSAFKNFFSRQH
MOR-DOR ag: OPRM1-OPRD1 heterodimerization agonism. 340,000 compounds, 0.3% hits. P35372+P41143. activation, % at 9.3 µM. cells, luminescence; in the data active = activation above about 18%;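 also: 0% = vehicle-treated cells and 100% = reference agonist; values of inactives mirror those of a sister screen read the other way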
HTR5A ag ctr: counter-screen for OPRM1-OPRD1 agonists: human HTR5A agonism | HTR5A agonist assay, luminescence, cell-based | 340,000 compounds, 0.61% hits | P47898 | AID 504692 | activation, % at 9.3 µM; in the data active = activation mostly above about 9.5%, no sharp cut-off; inactive = mostly below about 7.6%;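 also: 0% = cells with vehicle only and 100% = reference agonist; strong numbers were not always called active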
LANA DNA inh: inhibitors of KSHV LANA C-terminal domain DNA binding | 340,000 compounds, 0.078% hits | MBP-C-LANA/FAM-LBS DNA binding, fluorescence polarization | inhibition, % at 9 µM;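 active = highest replicate inhibition at or above 60% at 9 µM, even if other replicates fall short; inactive = all replicates below 60% inhibition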;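 also: 0% = neutral control wells and 100% = 4 µM acridine orange control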
MOR-DOR inv ag: inverse agonists of human mu-delta opioid receptor heterodimerization; P35372+P41143; cell-based MOR-DOR heterodimer luminescence, inverse agonism; inhibition, % at 9.3 µM; 340,000 compounds, 0.21% hits; AID 504357; in the data active = inhibition above about 22%, passing the limit was not always enough;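 also: 0% = cells with DMSO and 100% = wells without cells with DMSO; values of inactives mirror those of a sister screen read the other way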
An asterisk follows results filed as active; · = no result given.

Start of the data: the first 9 entries, to show the layout:
SMILES	RTF Ca sens inh	Keap1 Nrf2 FP	cardiac RTF act	V-ATPase pHluor	CAL-PDZ inh HTS	HTR5A inv ag	MOR-DOR ag	HTR5A ag ctr	LANA DNA inh	MOR-DOR inv ag
O=C1C(=O)N(CCCN2CCOCC2)C(c2ccc(Cl)cc2)/C1=C(\O)c1ccc2c(c1)OCCO2 (stereo unspecified)	-6	-4	2	-2	2	19	-2.1	3	-1.0	11
CC(NC(=O)c1nn(C)c(=O)c2ccccc12)c1ccccc1 (stereo unspecified)	-1	-6	-1	6	1	-17	-1.9	2	-0.5	10
CCCC(C(=O)NNC(=O)c1ccncc1)c1ccccc1 (stereo unspecified)	4	-1	-2	-3	-4	-9	-3.3	2	-2.1	16
COCCn1c(C)cc(C(=O)Cn2nc(C(=O)O)c3ccccc3c2=O)c1C	-11	-1	-3	3	-1	8	-2.2	-3	-0.6	11
CN1CCN(CC(=O)NC2CCCCC2)CC1	-6	-4	1	1	·	-19	-2.0	-2	-0.2	12
O=C(Nc1cc2c3c(c1)C1CCCC1CN3CC1CCCC21)c1ccc([N+](=O)[O-])cc1 (stereo unspecified)	-9	-2	4	1	0	-17	1.1	6	-0.3	-6
O=C(NC(=O)c1ccccc1)Nc1ccccc1O	-9	-1	5	-1	-2	4	-2.2	-1	-0.8	10
CN(C)c1ccc2c(c1[N+](=O)[O-])Cc1ccccc1-2	-2	2	5	-2	-1	7	0.5	-2	-0.7	-2
CC1(C)CC(=O)c2sc(NS(=O)(=O)c3cc(Cl)ccc3Cl)nc2C1	-9	3	-3	5	·	-18	0.1	1	-1.9	-1

This part in full, from the first entry:
SMILES	RTF Ca sens inh	Keap1 Nrf2 FP	cardiac RTF act	V-ATPase pHluor	CAL-PDZ inh HTS	HTR5A inv ag	MOR-DOR ag	HTR5A ag ctr	LANA DNA inh	MOR-DOR inv ag
O=C1C(=O)N(CCCN2CCOCC2)C(c2ccc(Cl)cc2)/C1=C(\O)c1ccc2c(c1)OCCO2 (stereo unspecified)	-6	-4	2	-2	2	19	-2.1	3	-1.0	11
CC(NC(=O)c1nn(C)c(=O)c2ccccc12)c1ccccc1 (stereo unspecified)	-1	-6	-1	6	1	-17	-1.9	2	-0.5	10
CCCC(C(=O)NNC(=O)c1ccncc1)c1ccccc1 (stereo unspecified)	4	-1	-2	-3	-4	-9	-3.3	2	-2.1	16
COCCn1c(C)cc(C(=O)Cn2nc(C(=O)O)c3ccccc3c2=O)c1C	-11	-1	-3	3	-1	8	-2.2	-3	-0.6	11
CN1CCN(CC(=O)NC2CCCCC2)CC1	-6	-4	1	1	·	-19	-2.0	-2	-0.2	12
O=C(Nc1cc2c3c(c1)C1CCCC1CN3CC1CCCC21)c1ccc([N+](=O)[O-])cc1 (stereo unspecified)	-9	-2	4	1	0	-17	1.1	6	-0.3	-6
O=C(NC(=O)c1ccccc1)Nc1ccccc1O	-9	-1	5	-1	-2	4	-2.2	-1	-0.8	10
CN(C)c1ccc2c(c1[N+](=O)[O-])Cc1ccccc1-2	-2	2	5	-2	-1	7	0.5	-2	-0.7	-2
CC1(C)CC(=O)c2sc(NS(=O)(=O)c3cc(Cl)ccc3Cl)nc2C1	-9	3	-3	5	·	-18	0.1	1	-1.9	-1
Cn1c(SCC(=O)Nc2ccc(Br)cn2)nnc1C1CC1	-1	-2	4	7	1	6	-0.2	-2	-1.0	1
NNC(=O)c1cc2c(ccc3ccccc32)o1	-2	-3	-3	2	5	-4	2.8	1	-0.7	-16
CCCS(=O)(=O)c1c(S(=O)(=O)CCC)c2c3ccccc3ccn2c1C(N)=O	-2	6	-5	-3	1	-19	-1.4	1	-0.1	7
O=C(NC1CCCCC1)C(c1ccc(O)cc1)N(C(=O)c1cnccn1)c1cccc(F)c1 (stereo unspecified)	-8	0	7	1	-5	6	-0.5	-2	-1.7	3
CN(CC(=O)OCC(=O)Nc1ccccc1)S(=O)(=O)c1ccc(Cl)cc1	-3	-1	0	-1	-1	13	-1.1	6	-1.6	6
COc1ccc(OC)c(NCc2nnc(-c3ccccc3)o2)c1	4	-1	-1	2	-4	-21	-2.3	6	3.5	11
Cc1sc2nc(CN(C(=O)c3cccs3)C3CCCC3)[nH]c(=O)c2c1C	-18	-5	4	1	0	-2	1.4	-1	0.6	-8
COc1ccc(S(=O)(=O)N2CCN(C(=O)C3CC(=O)N(c4ccccc4F)C3)CC2)cc1OC (stereo unspecified)	-6	0	0	-5	-6	-19	-0.8	7	0.6	3
Cc1ccc(S(=O)(=O)N2CCN(C(=O)c3ccccc3)CC2)cc1	-10	1	-3	1	0	-13	-1.4	3	-1.4	7
Cc1cccnc1NC(=O)c1ccc2nc(N)sc2c1	1	-2	0	-3	-2	-5	-1.9	-2	1.8	11
COc1ccc(N2CCN(C(=O)COC(=O)CCOc3cc(C)ccc3C)CC2)cc1	1	-2	-7	-2	-5	13	1.1	-8	-1.4	-6
Cc1cccc(NC(=O)NNC(=O)c2cc3ccccc3cc2O)c1C	-5	-9	4	-1	-1	-4	1.2	2	5.0	-7
CCOC(=O)c1ccc(-c2c(-c3ccc4c(c3)OCO4)noc2-c2ccsc2)cc1F	-4	0	6	1	-3	7	-2.0	0	-1.2	11
Cc1cc(C)c2nc(N3CCCC3)c(C#N)cc2c1	8	-3	-2	1	1	-16	-1.6	-2	-2.5	10
CCC(c1c(C)n(C)n(-c2ccccc2)c1=O)c1c(C)n(C)n(-c2ccccc2)c1=O	7	-5	6	1	0	19	-2.1	0	-1.3	12
COC(CNC(=O)C1CC(=O)N(CCc2ccc(C)cc2)C1)OC (stereo unspecified)	3	-6	-3	-2	-3	-5	-4.1	1	0.7	19
COc1ccc(OC)c(NC(=O)c2cccnc2)c1	0	2	-3	-4	2	-10	-0.1	4	-0.4	0
CCCn1c(CN2CCN(C(=O)c3ccco3)CC2)nc2cc(S(=O)(=O)N(C)C)ccc21	-11	-8	-8	3	-7	2	1.3	-1	-2.2	-8
CC(=O)N1c2ccccc2C(C)CC12CCCCC2 (stereo unspecified)	-2	-6	3	-4	0	-19	2.4	2	0.0	-14
Cc1ccc(-c2cc(N)n(Cc3ccc(Cl)cc3)n2)cc1	-6	0	1	3	·	-2	4.7	1	-1.0	-20
CC1CCCCC1NC(=O)C1CCN(S(=O)(=O)c2ccc(-n3cnnn3)cc2)CC1 (stereo unspecified)	-5	1	0	2	-4	14	-0.7	-1	1.8	4
O=C(CN1C(=O)NC2(CCCCC2)C1=O)Nc1ccc(N2CCCCC2)cc1	-10	0	0	-5	3	-8	-1.3	2	2.3	6
COc1ccc(CNC(=O)c2cnc(C)cn2)c(OC)c1	-4	-4	-3	1	-8	-10	-1.1	-2	-1.1	6
CC1(C)c2[nH]c3ccccc3c2C[C@@H]2C(=O)N(Cc3ccccc3)C(=O)N21	-2	0	-5	-4	-2	-7	0.7	1	2.7	-4
Cc1ccc(NC(=O)C2SC(=Nc3ccccc3)C(C(=O)Nc3ccc(Cl)cc3)=C2N)cc1 (stereo unspecified)	2	1	-3	4	6	12	3.5	-5	0.2	-16
CC(C)(C)C(=O)C1=C(O)C(=O)N(Cc2ccccc2)C1c1ccccc1F (stereo unspecified)	-9	-1	0	3	-2	-2	-0.2	1	13	1
COc1ccc(CNC(=O)NCCc2c[nH]c3ccccc23)cc1	0	-5	3	-3	-4	-4	-4.6	1	-3.6	21
Cc1nsc(N)c1C(=O)O	-10	0	-1	-1	·	-21	-0.9	-1	-0.5	5
Cc1cc(=O)oc2cc(OCC(=O)NC3CCCC3)ccc12	1	-4	2	-1	-3	-5	-2.6	4	0.6	13
COc1ccc(S(=O)(=O)Nc2cc3c4c(c2)CCN4C(=O)CC3)cc1C	-7	2	-6	5	·	-4	0.1	1	0.4	-1
N#C/C(=C\c1cccc(Br)c1)C(=O)N1CCCCC1	1	-16	-5	0	-4	1	-1.9	0	0.6	10
COc1ccc(N2CCN(C(CNC(=O)C3CCCCC3)c3cccnc3)CC2)cc1 (stereo unspecified)	-2	1	-1	-1	-2	4	-2.1	-2	3.4	10
CCCC(C)NC(=O)C1CCN(C(=O)C2CC(=O)N(c3ccc(C)cc3)C2)CC1 (stereo unspecified)	6	1	-6	1	-1	22	-3.3	-8	-0.4	21
CCOCCCNC(=O)C1CCN(S(=O)(=O)N2CCCC2)CC1	6	2	-9	-2	1	33	-2.4	0	-0.1	13
Cc1nc([N+](=O)[O-])cn1CC(=O)Nc1ccc(Cl)cc1	-7	-2	1	0	·	-16	-3.5	3	1.5	18
CCOC(=O)Cc1cnc(NC(=O)CSc2nc3ncnc(N)c3[nH]2)s1	-8	-1	6	-2	·	6	-0.5	8	-0.2	2
O=C(COC(=O)c1cnccn1)Nc1ncc(C(F)(F)F)cc1Cl	5	-1	-2	0	55*	11	-1.1	-3	0.0	6
Cc1c(Br)c([N+](=O)[O-])nn1CC(=O)N1CCN(Cc2ccccc2)CC1	-3	-2	2	-1	-2	-11	-2.2	4	0.6	12
CC(=O)/C(C(=N)N1CCN(c2cccc(Cl)c2)CC1)=C(\C)O	-2	-5	12	2	-2	-4	-1.6	2	-1.4	9
CCn1c(C)nc2cc(C(=O)OC)ccc21	-2	-1	4	-1	2	-11	-0.3	4	0.3	2
Cn1c(=O)[nH]c(=O)c2c1nc(NCCc1ccccc1)n2CC(O)COc1ccccc1 (stereo unspecified)	-21	-1	5	-4	-4	25	1.1	-10	-3.2	-6
NS(=O)(=O)c1ccc(S(=O)(=O)NCCc2ccccc2)cc1	0	2	1	1	-3	3	-2.9	6	-0.9	15
O=C(COc1ccc(Cl)cc1)NCc1nnc2c3ccccc3c(-c3ccccc3)nn12	0	2	-2	0	-4	12	0.8	-5	-1.1	-6
Cc1cc2c(NC3CCCCC3)ncnc2s1	2	2	3	1	-4	-4	-0.5	1	0.9	2
Cc1nn(-c2ccccc2)c(C)c1C(=O)NCc1cccs1	-22	2	1	0	-1	10	-0.8	-3	0.5	4
O=C1CCC(=O)N(O)CCCCCNC(=O)CCC(=O)N(O)CCCCNC(=O)CCC(=O)N(O)CCCCCN1	-6	-2	22	0	-1	-15	-0.8	-2	-0.5	4
CC1CCCC(NC(=O)CCNC(=O)c2ccc(Cl)cc2)C1C (stereo unspecified)	-4	-3	-3	-3	-4	-1	-1.5	-2	-0.2	8
CCOc1ncccc1C(=O)OCC(=O)Nc1ccc(C(N)=O)cc1	-19	4	5	4	2	-35	-1.4	-2	0.4	7
COc1ccc(CNC(=O)[C@@H]2CC=C[C@@H]3CCN(C4CC4)C(=O)[C@@H]32)cc1	-1	-5	8	1	1	3	-2.5	-1	4.0	14
